# KCNH2 3.1 inh – qHTS for Inhibitors of KCHN2 3.1: Mutant qHTS; U2OS KCNH2 3.1, thallium flux FluxOr; hits give low values; activity change, % (tested at about 1.8 µM); 340,000 tested, 0.95% active; AID 720553, 2013;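 active = maximum activity change below -70%; inconclusive = maximum activity change from -70% to -50%; inactive = maximum activity change above -50%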;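 note: thallium influx rate constant from kinetic fluorescence after stimulation buffer; % is set by controls: 0 for no effect and ±100 for the full control effect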
#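 Thallium flux via FluxOr fluorescence (Red40 quencher, 45 min loading) in U2OS cells virally expressing the KCNH2 3.1 isoform (1.77 x 10^8 /mL virus, overnight at 37 C). Rate constants from 2-min kinetic reads post-stimulation, normalised to positive and negative controls.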
# a7 integrin act – qHTS for Activators of Integrin-Mediated Alleviation for Muscular Dystrophy; alpha7betagal myoblasts, beta-gal FDG fluorescence, 48 h; Potency, µM (doses to about 38.3 µM), inactives show top-dose activation, actives largely listed as activators; 350,000 tested, 0.064% active; AID 624291, 2012;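 note: potency is the fitted concentration of half-maximal effect; 100% = response of the positive control SU9516; nearly all actives have a fitted effect of over 60% in size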
#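 alpha7betagal+/- myoblasts (passage 13, 250/well) treated 48 h at 37C with compounds at 1:260 dilution of DMSO stock. Lysed, then beta-galactosidase activity read as FDG fluorescence (ex 480/em 540) after 30 min, with pre-read for autofluorescence.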
# MBNL1 CUG block – qHTS Assay for Inhibitors of MBNL1-poly(CUG) RNA binding; TR-FRET MBNL1-His/biotin-(CUG)12 binding, 665/545 ratio; Potency, µM (highest dose often 57.5 µM), for inactives: at the highest dose activity change, negative = inhibition, usual class: inhibitors; 280,000 tested, 0.036% active; AID 2675, 2010; active = well fitted inhibition curve with a large enough effect in the signal ratio, with a control signal flat, not every such curve was filed as active; inconclusive = small, poorly fitted or top-dose-only effect, or effect the other way, or a change in a side signal; inactive = no such curve, though single readings can be large or run the other way; the % refers to the signal ratio; note: potency is the fitted concentration of half-maximal effect; % is set by controls: 0 for no effect and ±100 for the full control effect
#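 TR-FRET readout: Ex 340 nm, 665/545 nm emission ratio, normalized to buffer-only (basal) and MBNL1-(CUG)12 controls. Complex of MBNL1-His with Biotin-(CUG)12, compounds 92 nM–58 uM, incubated 60 min at room temperature.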
# S-ASM inh – Inhibitors of Secretory Acid Sphingomyelinase (S-ASM): qHTS. placental ASM, HMU-PC fluorogenic substrate, 60 min. Potency, µM (doses to about 57.5 µM), inactives show at the highest dose activity change, negative = inhibition, usual class: inhibitors. 340,000 tested, 0.006% active. AID 504937, 2011; note: potency is the fitted concentration of half-maximal effect
#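 Fluorescence read-out (Ex 386 nm, Em 447 nm) after stopping the reaction at pH 10. Enzyme: ASM from human placenta; substrate HMU-PC0, 9 uM final; 60 min, 37 °C. Compound preincubation 10 min, ambient temperature.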
# GALK inhibitor – qHTS Assay for Inhibitors of Human Galactokinase (GALK) | P51570 | Purified GALK, Kinase-Glo residual ATP luminescence | Potency, µM (highest dose often 57.5 µM), for inactives: top-dose activity change, negative = inhibition, hits mostly inhibitors | 270,000 tested, 0.007% active; note: potency is the fitted concentration of half-maximal effect; % is set by controls: 0 for no effect and ±100 for the full control effect
#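 Kinase-Glo Plus luminescence measured ATP left after a 1 h room-temperature reaction. The reaction used 5 nM GALK, 100 uM galactose and 35 uM ATP at pH 8.0 (20 mM HEPES, 5 mM MgCl2, 60 mM NaCl, 1 mM DTT, 0.01% BSA).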
# CXXC DNA block – qHTS Fluorescence Polarization Assay for Inhibitors of MLL CXXC domain - DNA interaction; Histone-lysine N-methyltransferase 2A (Homo sapiens), Q03164; MLL-CXXC / FITC-HOXA9 DNA fluorescence polarization; Potency, µM (highest dose often 115 µM), inactives show at the highest dose activity change, negative = inhibition, actives largely listed as inhibitors; 290,000 tested, 0.037% active; AID 2662, 2010; active = well fitted inhibition curve with a large enough effect in the polarisation, with a control signal flat, not every such curve was filed as active; inconclusive = small, poorly fitted or top-dose-only effect, or effect the other way, or a change in a side signal; inactive = no such curve, though single readings can be large or run the other way; the % refers to the polarisation; note: potency is the fitted concentration of half-maximal effect
#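 Steps: dispense CXXC domain solution (7 uM) → pin compounds or unlabeled HOX-A9 DNA control → 5 min ambient → add FLSN-HOX-A9 solution (50 nM) → spin → 30 min ambient → fluorescence polarization. Tris pH 7.5/NaCl/DTT/BSA buffer.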
# A-T KAP1 phos – qHTS Assay for Identifying a Potential Treatment of Ataxia-Telangiectasia; […] A-T fibroblasts, KAP-1 phosphorylation AlphaLISA; neocarzinostatin DNA damage 30 min before lysis; Potency, µM (titrated, usually from 57.5 µM), without a hit: at the highest dose activation, actives largely listed as activators; 320,000 tested, 0.19% active; AID 485349, 2010; note: potency is the fitted concentration of half-maximal effect; % of control where 0% means no effect; nearly all actives have a fitted effect of over 45% in size
#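 hTERT-immortalized A-T patient fibroblasts ([…]), 500 cells/well in OPTI-MEM, 1% FBS, got compounds for 60 min, then NCS for 30 min at 37C. Lysates were then assayed for phospho-KAP-1 by AlphaLISA (anti-pKAP1 donor, anti-KAP1 acceptor beads), 6 hr at 25C.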
# Coupling enz – qHTS Assay for Inhibitors of Fructose-1,6-bisphosphate Aldolase from Giardia Lamblia: Coupling assay counterscreen; coupling enzyme system counterscreen, AmpLite Red fluorescence; activity change, negative = inhibition, % at 58.2 µM, hits read low; 290,000 tested, 0.67% active; in the data active = activity change below about -30%; note: % is set by controls: 0 for no effect and ±100 for the full control effect
#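 Counterscreen of the coupled detection system alone, without aldolase: glyceraldehyde-3-phosphate coupling enzymes plus AmpLite Red readout. Compounds at 57.5 uM final, 10 min RT preincubation, 20 min RT reaction, fluorescence 525/598 nm.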
# KCNH2 WT inh – qHTS for Inhibitors of KCHN2 3.1: Wildtype qHTS; U2OS, BacMam KCNH2, thallium flux FluxOr; hits give low values; activity change, % at 1.84 µM; 340,000 tested, 0.37% active; AID 720551, 2013;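 active = maximum activity change below -70%; inconclusive = maximum activity change between -70% and -50%; inactive = maximum activity change above -50%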; note: % is set by controls: 0 for no effect and ±100 for the full control effect
#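 U2OS cells transduced with wild-type KCNH2 virus are loaded with FluxOr dye for 45 min, and thallium flux is measured in kinetic reads before and after stimulation buffer. Rate constants are normalized to DMSO controls.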
# TRPV1 agonist – HTS Assay for Compounds that Act as Agonists of the Vanilloid Receptor 1 | Transient receptor potential cation channel subfamily V member 1 (Homo sapiens), Q8NER1 | TRPV1-expressing cells, Fluo-8 calcium influx, agonist mode | activation, % at 8.33 µM | 320,000 tested, 0.19% active; in the data active = activation above about 80%; inconclusive = between about 30% and that limit; note: 0% is about no effect
#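 Cells expressing TRPV1 were dye-loaded with Fluo-8 and read kinetically: 10 s baseline, 3 min after compound (agonist portion), then 2 min after EC20 capsaicin (allosteric enhancer portion). Calcium-bound dye fluorescence at 480/520 nm.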
# Numbers without * were called inactive; ? = inconclusive; . = not tested or not shown; & = joins results of further samples; [ ] = another dose, or the depositor's remark. Unless noted, calls come from the whole dose curve; as a rule, active = well fitted curve in the direction sought with a large enough effect; inconclusive = small, poorly fitted or top-dose-only effect, or another doubt; inactive = no such curve, though single readings can be large; an effect the other way counts as inactive or inconclusive. Not a hit list; any-hit rate near 2%.
SMILES,KCNH2 3.1 inh,a7 integrin act,MBNL1 CUG block,S-ASM inh,GALK inhibitor,CXXC DNA block,A-T KAP1 phos,Coupling enz,KCNH2 WT inh,TRPV1 agonist
Cc1nc2nc(-c3ccco3)nn2c(C)c1Cl,4,2%,-9%,7%,-2%,-1%,1%,8,-6,-1
CC(=O)C1C(c2ccc(Cl)cc2)NC(=O)NC1(O)C(F)(F)F (configuration not stated),-1,12%,-2%,-3%,0%,5%,-1%,0,-3,-2
CC(C)CC(=O)Nc1ccc(Nc2ccccc2)cc1,-7,13%,-14%,-13%,-4%,-1%,8%,-5,17,-4
C=CCSc1nc2ccsc2c(=O)n1-c1ccccc1,4,14%,13%,-1%,0%,-10%,2%,4,7,-3
Cc1cc(NC(=O)c2ccccc2)n(C)n1,?,-8%,3%,2%,0%,-5%,-4%,2,0,1
COCC(C)NS(=O)(=O)c1ccc(NC(=O)c2ccccn2)cc1 (configuration not stated),2,0%,-2%,3%,0%,25%,31%,5,-8,1
Cc1cc(Cl)c(S(=O)(=O)NCc2ccncc2)cc1OCC(N)=O,5,6%,-2%,3%,1%,5%,-2%,1,0,4
CN(C)c1ccc(/C=C/C(=O)c2ccccc2O)cc1,8,-22%,38%[activator],-5%,-1%,-9%,11%,-1,2,10
CCOCCCNC(=O)Cn1cnc2sc(C)c(S(=O)(=O)N3CCN(c4ncccn4)CC3)c2c1=O,26,12%,-11%,6%,0%,3%,-1%,3,9,1
COc1ccc(NS(=O)(=O)c2csc(C(=O)N3CCCC3)c2)cc1,-2,-9%,-3%,-2%,7%,-3%,4%,4,3,2

# Some entries already given, reduced to GALK inhibitor, a7 integrin act and CXXC DNA block:
compound | GALK inhibitor | a7 integrin act | CXXC DNA block
Cc1cc(Cl)c(S(=O)(=O)NCc2ccncc2)cc1OCC(N)=O | 1% | 6% | 5%
CC(=O)C1C(c2ccc(Cl)cc2)NC(=O)NC1(O)C(F)(F)F (configuration not stated) | 0% | 12% | 5%

# Next section
SMILES,KCNH2 3.1 inh,a7 integrin act,MBNL1 CUG block,S-ASM inh,GALK inhibitor,CXXC DNA block,A-T KAP1 phos,Coupling enz,KCNH2 WT inh,TRPV1 agonist
COc1ccc(C)cc1N1CC(C(=O)OCc2nc(N)nc(Nc3ccccc3C)n2)CC1=O (configuration not stated),-20,31%,.,3%,.,.,4%,.,-3,0
S=C(NCc1ccco1)N1CCOCC1,7,-9%,-2%,3%,1%,-7%,4%,-1,-7,0
CN(C)c1cccc(C(=O)OC(C(=O)Nc2ccc([N+](=O)[O-])cc2Br)c2ccccc2)c1 (configuration not stated),-6,9%,1%,-1%,-1%,6%,-8%,0,-6,2
CC(=O)Nc1ccc(S(=O)(=O)NCCC(=O)OCC(=O)c2cc(C)ccc2C)cc1,-1,-10%,.,-1%,.,.,1%,.,-3,-5
O=C(Nc1ccccc1C(=O)N1CCCC1)c1cccc(S(=O)(=O)N2CCCCCC2)c1,-9,-11%,5%,-1%,1%,1%,-4%,-2,1,-1
CC(C)(C)c1cc(CCC(=O)N2CCC2)cc(C(C)(C)C)c1O,21,-4%,-3%,5%,1%,-4%,-6%,.,1,?
COc1cccc(CNC(=O)CCC2CCCN(C/C=C/c3ccccc3OC)C2)c1 (configuration not stated),-13,-10%,7%,0%,0%,-12%,0%,3,32,12
CN(C(=O)c1ccc2c(c1)SC1=NS(=O)(=O)CCN12)C(c1ccccc1)c1ccccc1,-14,11%,-8%,7%,0%,2%,2%,0,-3,-2
CC(=O)Oc1ccc2c(c1)CCC1C2CCC2(C)C(OC(C)=O)CCC12 (configuration not stated),2,-2%,.,?,.,.,.,.,-5,.
O=Cc1ccc(OCCN2CCCC2=O)cc1,-2,2%,-2%,2%,-2%,1%,12%,3,1,0
O=C1CCC(=O)N1CCOP1(=O)COc2ccccc2OC1,?,13%,-3%,-2%,4%,1%,7%,2,0,0
COc1ccccc1NC(=O)C1=C(C)Nc2nnnn2C1c1cc(Br)ccc1OC (configuration not stated),-4,-44%,1%,15%,-3%,-1%,-6%,0,4,0
COc1ccc(-c2nn(-c3ccccc3)cc2C(=O)Nc2ccc(C(=O)O)cc2)cc1,12,0%,-5%,19%,-4%,8%,2%,2,4,0
Cc1ccc(SCC(=O)OCC(=O)NCc2cccs2)cc1C,10,-14%,.,5%,.,.,-3%,.,-4,27
CN1CCN(C2OC(=O)c3ccccc32)CC1 (configuration not stated),-7,6%,0%,1%,1%,0%,5%,-1,-9,-3
CNC(=O)c1c(NC(=O)c2ccc(S(=O)(=O)N3CCCCC3)cc2)sc2c1CCN(C(C)C)C2,-29,-72%[inhibitor],19%,-8%,2%,27%,0%,0,9,11
Cc1sc(NC(=O)CSc2nnc(C)c(=O)[nH]2)c(C#N)c1C,3,13%,5%,0%,-3%,-7%,-1%,2,-28,0
O=C(N/N=C\c1c(F)c(F)c(F)c(F)c1F)c1ccc(-c2ccccc2)cc1,7,-2%,-5%,-3%,7%,24%,12%,4,0,-3
COCCN(Cc1nnc(-c2cccs2)o1)C(=O)CN1C(=O)NC2(CCCCC2)C1=O,-9,-2%,.,5%,.,.,6%,.,-8,.
Cc1ccn2c(NC(=O)c3ccco3)c(-c3ccccc3)nc2c1,1,-17%,-5%,2%,-3%,-2%,.,-3,-3,-1
N#CC(C#N)=C1C(=O)N(CCN2CCOCC2)c2ccccc21,3,-25%,?,0%,-2%,-2%,34%,-36*,6,-3
Cc1ccc(S(=O)(=O)c2c(C)nn(-c3ccccc3)c2OC(=O)c2ccc(Br)o2)cc1,14,?,.,7%,0%,6%,0%,7,0,0
CC(=O)c1sc(C(C)(C)C)cc1NC(=O)/C=C/C(=O)O,1,-56%[inhibitor],24%,3%,0%,41%[activator],-1%,9,-3,0
NC1=NC(c2ccc(Cl)cc2)n2c(nc3ccccc32)N1 (configuration not stated),-18,-6%,-2%,-2%,3%,14%,2%,-1,-4,1
Cc1ccc(O)c(-c2cc(C(=O)NCc3ccncc3)[nH]n2)c1,16,25%,-7%,-2%,0%,-19%,0%,2,3,?
CC(=O)N/C(=N\c1nc(C)cc(C)n1)Nc1ccc(Cl)cc1Cl,2,-9%,-6%,-3%,.,2%,2%,1,-5,3
CC(/C=C/c1ccccc1)=N\NC(=O)c1cc(C)[nH]n1,1,-12%,?,2%,1%,7%,0%,0,4,-1
O=C(CSc1nnnn1C1CCCC1)Nc1cccc(NC(=O)c2ccco2)c1,2,-4%,1%,-4%,-1%,-11%,?,1,4,4
CCc1cccc(N(C)C(N)=Nc2cccc3ccccc23)c1,1,.,4%,1%,2%,7%&2%,30%,-1,23,0
O=C1CCCN1c1nccs1,-2,3%,0%,5%,-1%,2%,-1%,-1,-1,0
COc1ccccc1CCN=C(N)NS(=O)(=O)c1ccc(C)cc1,-7,0%,-3%,-2%,1%,-3%,-4%,6,.,-2
O=C(c1cnn2c(-c3ccccc3)cc(-c3ccccc3)nc12)N1CCN(Cc2ccccc2)CC1,6,25%,.,90%[activator],.,.,.,.,-13,.
Cc1c(NC(=O)C(C)Sc2n[nH]c(N)n2)c(=O)n(-c2ccccc2)n1C (configuration not stated),4,15%,-19%,7%,1%,-8%,-1%,0,2,1
COc1ccccc1-n1nnnc1SCC(=O)N(C)C1CCS(=O)(=O)C1 (configuration not stated),3,15%,.,3%,.,.,6%,.,4,-5
COCCOC(=O)c1c(C)n(C)c2ccc(OC(=O)c3cccs3)cc12,10,18%,-2%,-16%,3%,49%[activator],5%,2,-2,5
COC(=O)C(Cc1ccc(O)cc1)N1Cc2ccccc2C1=O (configuration not stated),8,?,1%,-1%,0%,0%,12%,-1,3,2
O=C(OCc1ccccc1)C1=NNC2C(=O)N(c3ccccc3)C(=O)C12 (configuration not stated),4,-19%,.,6%,1%,-2%,1%,6,-9,-1
COCCCN1C(=O)C(=O)/C(=C(/O)c2ccc(OC(C)C)cc2)C1c1ccc(O)c(OC)c1 (configuration not stated),13,14%,13%,0%,-1%,7%,-5%,6,-4,0
